Screens from PubChem BioAssay.
mHTT CaM bind = inhibitors of human mutant huntingtin-calmodulin interaction. 190,000 compounds, 3.6% hits. inhibition, % at 15 µM. AlphaScreen His-mHTT/GST-CaM binding, luminescence. AID 1671202. P42858;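 further: 0% = both proteins with DMSO and 100% = one protein alone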
Target sequence (P42858 whole entry, looked up, stated change not applied): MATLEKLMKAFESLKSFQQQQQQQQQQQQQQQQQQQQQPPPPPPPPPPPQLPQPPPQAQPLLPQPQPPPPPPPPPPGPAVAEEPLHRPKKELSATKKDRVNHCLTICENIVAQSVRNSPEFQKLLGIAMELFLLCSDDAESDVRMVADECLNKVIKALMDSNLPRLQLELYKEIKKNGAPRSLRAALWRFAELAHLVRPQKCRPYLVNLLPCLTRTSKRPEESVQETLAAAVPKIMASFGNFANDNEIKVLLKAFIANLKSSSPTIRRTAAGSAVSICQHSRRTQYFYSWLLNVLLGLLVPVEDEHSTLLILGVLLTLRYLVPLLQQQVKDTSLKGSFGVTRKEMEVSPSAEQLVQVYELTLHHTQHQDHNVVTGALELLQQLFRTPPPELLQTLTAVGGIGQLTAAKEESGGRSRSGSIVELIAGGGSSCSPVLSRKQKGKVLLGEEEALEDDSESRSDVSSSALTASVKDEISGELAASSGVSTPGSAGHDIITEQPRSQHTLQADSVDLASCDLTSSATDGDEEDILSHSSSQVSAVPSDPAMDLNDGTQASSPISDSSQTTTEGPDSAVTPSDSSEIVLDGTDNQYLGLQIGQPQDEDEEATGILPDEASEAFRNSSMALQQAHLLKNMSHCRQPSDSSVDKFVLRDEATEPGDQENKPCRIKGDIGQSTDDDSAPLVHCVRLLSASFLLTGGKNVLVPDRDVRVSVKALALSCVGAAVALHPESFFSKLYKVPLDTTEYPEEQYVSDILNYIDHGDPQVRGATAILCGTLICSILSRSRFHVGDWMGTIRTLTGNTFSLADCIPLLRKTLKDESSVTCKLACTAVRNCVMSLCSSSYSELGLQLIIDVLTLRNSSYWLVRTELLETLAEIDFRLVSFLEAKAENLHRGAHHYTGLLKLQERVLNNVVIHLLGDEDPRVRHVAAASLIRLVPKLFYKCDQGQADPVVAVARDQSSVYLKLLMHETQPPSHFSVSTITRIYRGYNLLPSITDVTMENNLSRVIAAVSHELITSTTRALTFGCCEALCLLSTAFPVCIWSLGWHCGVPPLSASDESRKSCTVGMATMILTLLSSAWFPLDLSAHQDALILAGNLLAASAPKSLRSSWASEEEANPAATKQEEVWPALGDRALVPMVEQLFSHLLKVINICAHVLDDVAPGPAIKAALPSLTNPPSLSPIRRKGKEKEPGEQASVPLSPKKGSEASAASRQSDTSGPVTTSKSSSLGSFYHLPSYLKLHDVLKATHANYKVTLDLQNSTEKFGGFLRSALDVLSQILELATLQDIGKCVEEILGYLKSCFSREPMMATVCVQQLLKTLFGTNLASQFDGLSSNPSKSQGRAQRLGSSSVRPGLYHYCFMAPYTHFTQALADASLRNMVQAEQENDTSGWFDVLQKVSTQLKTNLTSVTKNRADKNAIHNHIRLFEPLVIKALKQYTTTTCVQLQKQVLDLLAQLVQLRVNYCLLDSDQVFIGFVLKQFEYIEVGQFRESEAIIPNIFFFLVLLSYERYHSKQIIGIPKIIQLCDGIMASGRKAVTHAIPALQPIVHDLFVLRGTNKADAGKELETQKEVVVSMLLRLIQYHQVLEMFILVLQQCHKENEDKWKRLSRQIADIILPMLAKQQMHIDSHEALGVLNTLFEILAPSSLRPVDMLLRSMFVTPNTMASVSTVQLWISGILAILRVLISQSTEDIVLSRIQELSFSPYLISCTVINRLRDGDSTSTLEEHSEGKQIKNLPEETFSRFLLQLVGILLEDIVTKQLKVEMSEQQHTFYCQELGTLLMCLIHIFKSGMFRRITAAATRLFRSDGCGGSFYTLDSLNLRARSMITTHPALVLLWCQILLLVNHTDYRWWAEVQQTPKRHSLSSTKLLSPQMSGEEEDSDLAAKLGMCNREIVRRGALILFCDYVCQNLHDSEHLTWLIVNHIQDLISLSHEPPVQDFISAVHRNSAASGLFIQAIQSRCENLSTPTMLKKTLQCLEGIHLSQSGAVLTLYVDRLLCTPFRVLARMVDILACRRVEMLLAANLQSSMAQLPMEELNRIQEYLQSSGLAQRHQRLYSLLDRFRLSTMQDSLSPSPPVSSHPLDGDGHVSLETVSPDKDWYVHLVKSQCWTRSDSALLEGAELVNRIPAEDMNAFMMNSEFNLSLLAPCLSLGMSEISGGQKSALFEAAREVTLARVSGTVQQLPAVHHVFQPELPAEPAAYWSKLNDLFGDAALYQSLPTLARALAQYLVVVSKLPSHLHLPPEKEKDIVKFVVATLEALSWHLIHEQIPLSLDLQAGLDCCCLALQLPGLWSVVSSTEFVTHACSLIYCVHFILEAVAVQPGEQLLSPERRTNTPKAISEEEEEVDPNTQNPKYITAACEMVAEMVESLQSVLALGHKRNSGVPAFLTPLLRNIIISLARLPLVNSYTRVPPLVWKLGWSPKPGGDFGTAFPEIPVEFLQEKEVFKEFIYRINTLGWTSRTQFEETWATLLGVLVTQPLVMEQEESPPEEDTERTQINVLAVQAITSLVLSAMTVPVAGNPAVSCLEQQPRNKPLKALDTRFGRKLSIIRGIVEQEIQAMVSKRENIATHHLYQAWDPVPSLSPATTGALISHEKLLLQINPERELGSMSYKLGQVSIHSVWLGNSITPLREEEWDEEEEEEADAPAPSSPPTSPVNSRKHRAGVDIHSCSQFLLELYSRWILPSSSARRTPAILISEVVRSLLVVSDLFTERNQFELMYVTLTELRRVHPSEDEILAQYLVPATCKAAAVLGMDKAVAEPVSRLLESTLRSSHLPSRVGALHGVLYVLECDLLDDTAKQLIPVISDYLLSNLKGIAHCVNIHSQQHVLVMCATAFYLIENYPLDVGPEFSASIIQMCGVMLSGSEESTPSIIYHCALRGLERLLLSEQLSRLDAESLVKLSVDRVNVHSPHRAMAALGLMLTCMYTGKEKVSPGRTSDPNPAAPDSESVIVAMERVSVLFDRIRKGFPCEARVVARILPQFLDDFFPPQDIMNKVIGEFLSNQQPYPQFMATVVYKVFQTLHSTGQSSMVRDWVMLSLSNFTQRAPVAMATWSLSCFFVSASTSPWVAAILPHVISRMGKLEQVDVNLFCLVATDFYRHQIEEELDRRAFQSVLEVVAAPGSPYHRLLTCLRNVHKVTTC
Pf apPOL inh = Pf-apPOL DNA polymerase inhibition | Recombinant Pf-apPOL, molecular beacon fluorescence, 1.5 h | inhibition, % at 10 µM | 210,000 compounds, 0.25% hits
Starred values were filed as active, the others as inactive; i = inactive; · = not tested or not shown; & = joins results of further samples. No stated cut-off is given here; in the data, active means inhibition above about 50%; inactive means the rest.

Each structure is followed by: mHTT CaM bind	Pf apPOL inh
O=C(NCc1cccc(Cl)c1)c1ccc(N2CCNC(c3ccccc3)C2)nc1 (configuration not stated)
  12.4	-2.6
CN(C)S(=O)(=O)n1c(Cc2ccccc2)nc2ccccc21
  -19.0	-0.5
c1csc(-c2cc(CN3CCOCC3)[nH]n2)c1
  11.8	-11.4
COc1ccccc1CNC(=O)c1ccc(S(=O)(=O)c2cccc(Cl)c2)c([N+](=O)[O-])c1
  34.0	-2.4
O=C(Cc1csc(-c2cccc(-n3cccc3)c2)n1)NNC(=O)c1ccc(C(F)(F)F)cc1
  ·	4.4
Cc1ccc(C(=O)Nc2cccc(-c3nc4ncccc4o3)c2)cc1Cl
  10.0	-1.8
COC(=O)c1c(NC(=O)c2cn(C)nc2OC)sc(C)c1C
  2.1	-0.4
CC(=O)Nc1cnc(N2CCCCCC2)nc1
  -1.4	-0.7
CC(C)Cc1nc(SCC(=O)Nc2ccccn2)n[nH]1
  -1.0	-6.8
O/N=C1\CC(O)(C(F)(F)F)Oc2ccc(Cl)cc21 (configuration not stated)
  i	-4.8
CCOc1ccc(C(=O)N2CCc3nc4cc[nH]n4c(=O)c3C2)cc1
  -7.3	-1.0
O=S1(=O)c2ccc(Br)cc2OC[C@@H](Cc2ccccc2)N1Cc1cn(CCC2OCCCO2)nn1
  -13.8	-1.2
CCCN1CCc2nc(Nc3ccc(OC)cc3)ncc2C1
  39.8	-5.1
COc1cccc(C2=N/C(=C\c3cccnc3)C(=O)O2)c1
  -4.0	3.0
Cc1ccc(Cc2nc(-c3ccnc(N4CCOCC4)c3)no2)cc1
  -39.7	-1.2
O=C(CSc1nnnn1Cc1ccccc1)Nc1c(Cl)cccc1Cl
  11.0&6.4	-1.8&-3.8
C#CCOc1ccc(/C=C2\NC(=O)N(CC(=O)Nc3cccc(C)c3)C2=O)cc1OCC
  7.0	-8.1
COc1ccc2c(c1)/C(=c1/sc3n(c1=O)CN(c1cccc(Br)c1)CN=3)C(=O)N2
  3.0	-8.0
O=C(CSc1nnc2sc3ccccc3n12)N1CCc2ccccc21
  -5.5	0.8
CC(C)CC1C(=O)N(Cc2cn(Cc3ccco3)nn2)CCS(=O)(=O)N1Cc1ccc(-c2ccncc2)cc1 (configuration not stated)
  32.9	-5.3
CC(C)c1ccc(OCC(=O)Nc2nnc(-c3ccc(F)cc3F)o2)cc1
  5.9	13.9
COc1ccc(NC(=O)c2cccc(N3C(=O)NC4CC3(C)Oc3c(OC)cccc34)c2)cc1 (configuration not stated)
  12.0	-5.1
CC(NC(=O)c1cccs1)c1ccccc1 (configuration not stated)
  0.8	-6.6
O=C(CCCn1cccc1)NCc1nc(-c2ccccc2)no1
  -13.6	-12.4
O=C(C=Cc1ccc2ncccc2c1)c1ccc2c(c1)OCO2
  0.9	-5.8
COc1ccc(NC(=O)c2cccc(Br)c2)c(OC)c1
  -12.2	-3.2
c1ccc(CN2CCN(Cc3ccccc3)C2c2ccc3c(c2)OCO3)cc1
  -3.0	-3.6
Cc1ccc(S(=O)(=O)c2nc(-c3cccc([N+](=O)[O-])c3)oc2N2CCOCC2)cc1
  6.0	-0.6
OC(COc1ccccc1Cl)Cn1c(C2CC2)nc2ccccc21 (configuration not stated)
  -21.9	-8.0
CC(C)C1c2cccn2CCN1C(=O)NCc1ccccc1 (configuration not stated)
  -4.5	-6.5
CCOC(=O)NC(=S)Nc1nncs1
  -1.8	·
Cc1ccc2[nH]c(=O)c(CCC(=O)N(C)C)cc2c1
  -6.1	-1.9
COc1ccccc1NC(=O)C(CCSC)N1C(=O)c2cc(Cl)c(Cl)cc2C1=O (configuration not stated)
  10.0&7.2	1.4&-0.4
CCCCSc1nnc2c(n1)OC(c1ccccn1)Nc1ccccc1-2 (configuration not stated)
  2.0	0.4
Cc1cc(NC(=O)CSc2nnc(Cc3ccccc3)o2)no1
  -20.0	4.2
O=C(Nc1ccccc1F)C1CCCN(c2nccc3sccc23)C1 (configuration not stated)
  -1.9	-3.8
CCN(CC)C(=O)CSc1nc2ccccc2c2nc(-c3ccc([N+](=O)[O-])cc3)nn12
  3.0	-2.9
Cc1ccc(-n2c(SCC(=O)NCc3ccccc3)nc3n[nH]c(C)c3c2=N)cc1C
  47.0	2.0
Cc1[nH]c(C(=O)N2CCC(CC(=O)NCCCN(C)Cc3ccccc3)CC2)c(C)c1C
  19.0	-4.5
COCCC1CCN(C(=O)CN(C)C(=O)c2ccc(C#N)cc2)CC1
  3.9	15.9

Five compounds drawn at random from those above, as already listed:
Each structure is followed by: mHTT CaM bind	Pf apPOL inh
CCCCSc1nnc2c(n1)OC(c1ccccn1)Nc1ccccc1-2 (configuration not stated)
  2.0	0.4
COCCC1CCN(C(=O)CN(C)C(=O)c2ccc(C#N)cc2)CC1
  3.9	15.9
CCN(CC)C(=O)CSc1nc2ccccc2c2nc(-c3ccc([N+](=O)[O-])cc3)nn12
  3.0	-2.9
Cc1ccc(-n2c(SCC(=O)NCc3ccccc3)nc3n[nH]c(C)c3c2=N)cc1C
  47.0	2.0
Cc1ccc2[nH]c(=O)c(CCC(=O)N(C)C)cc2c1
  -6.1	-1.9

The list goes on.
Each structure is followed by: mHTT CaM bind	Pf apPOL inh
CC1CNc2c(Br)cc(Br)cc2NC1=O (configuration not stated)
  3.0	-3.2
CCOC(CNC(=O)CC(NS(=O)(=O)c1ccc(C)cc1)c1ccco1)OCC (configuration not stated)
  -10.0	-7.3
O=C(NCCC(O)c1ccccc1)C12CC3CC(CC(C3)C1)C2 (configuration not stated)
  -6.5	-4.2
O=C(NCC1COC2(CCCCC2)O1)C(=O)NC1CCCCCC1 (configuration not stated)
  0.8	0.6
CCc1nnc(NC(=O)c2ccc3c(c2)OCCO3)s1
  -0.6	-7.4
COc1ccccc1-n1ccnc(NC(=O)c2ccccc2)c1=O
  -1.5	-1.7
C=CCN(C#N)c1nc(NC(C)C)nc(NC(C)C)n1
  -2.0	6.6
Cc1csc2nc(CN3CCOCC3)[nH]c(=O)c12
  ·	-1.0
COc1ccc2nc(SCC(=O)Nc3ccc(C(C)=O)cc3)[nH]c2c1
  4.7	5.1
CCC(C)C(=O)N1CCCN(C2=NS(=O)(=O)C(c3ccc(C)cc3)=C2C)CC1 (configuration not stated)
  1.7	0.2
Cc1cc(OCc2noc(CSc3ccc(C(F)(F)F)cn3)n2)cc(C)c1Cl
  ·	-2.0
Cc1ccc(N2N=NC3C(=O)N(c4ccc(F)cc4)C(=O)C32)cc1Cl (configuration not stated)
  -4.8	-0.2
O=C(Cn1nnc2ccccc21)NC1Cc2ccccc2C1
  ·	-8.4
O=C(CCC(=O)Nc1ccc(F)c(F)c1)Nc1ccc(F)c(F)c1
  -5.0	3.3
CCc1ccc(/C=C2\C(=O)Nc3ccc(Br)cc32)cc1
  74.0*	-3.6
CC(=O)Nc1ccc(NC(=O)CSCC(=O)O)cc1
  ·	2.4
CCN1C(=O)C(CC(=O)N(C)Cc2ccco2)Sc2ncccc21 (configuration not stated)
  10.9	0.8
O=C1CN(C(=O)c2cccc(Cl)c2)C(c2ccc(F)cc2)c2cc(F)ccc2N1 (configuration not stated)
  12.0	-1.7
COc1ccc(C(=O)COc2ccc(C)cc2NC(C)=O)cc1
  ·	-5.3
CC(C)N(Cc1ccccc1)S(=O)(=O)c1ccc2c(c1)CCO2
  ·	-1.8
CCC(Cc1ccccc1)N1C(=O)c2cccnc2C1=O (configuration not stated)
  -1.0	-50.2
COc1ccc(NC(=O)N2CCC(Cc3nc4cccnc4n3CC(C)C)C2)cc1 (configuration not stated)
  7.2	-4.8
CCS(=O)(=O)NC1CCCN(c2cc(N3CCCC3)ncn2)C1 (configuration not stated)
  -3.5	-4.7
CC(=O)N1CCN(CC(=O)N2N=C(c3ccccc3)CC2c2ccc(F)cc2)CC1 (configuration not stated)
  29.7	-2.0
C=CC1(C)CC(=O)C2(O)C(C)(O1)C(OC(C)=O)C(O)C1C(C)(C)CCC(O)C12C (configuration not stated)
  ·	16.5&-1.7
COc1cc([N+](=O)[O-])ccc1NC(=O)c1ccc(C)cc1Cl
  0.5	-3.7
Fc1cccc(-c2noc(Cc3nnc(-c4ccccc4)o3)n2)c1
  -12.1	0.7
O=C(CCc1ccc2cc[nH]c2c1)NCc1ccc(F)c(Cl)c1
  16.3	-5.7
O=C1CC(N2CCN(c3ccc(Cl)c(Cl)c3)CC2)C(=O)N1 (configuration not stated)
  0.6	3.6
COc1ccc(C2Cn3nnc(C(=O)NC4CCCCCC4)c3CO2)cc1 (configuration not stated)
  -3.0	-1.9
Cc1ncc2c(n1)CCN(C(=O)Nc1ccccc1Br)C2
  -7.3	-1.3
COc1ccc(OCC(=O)Nc2ccc(N3CCOCC3)cc2)cc1
  13.5	-3.7
CCOc1ccccc1NC(=O)c1cc(S(=O)(=O)N2CCC(C)CC2)ccc1F
  2.0	35.5
CSc1cccc2sc(N(Cc3ccco3)C(=O)c3ccc(C#N)cc3)nc12
  4.9	15.8
Cc1ccc2c(c1)N(C(C)C(=O)NCc1ccc(F)cc1Cl)C(=O)CO2 (configuration not stated)
  -4.0	-16.1
Cc1cc(C)n(-c2cc(N3CCN(S(=O)(=O)c4ccccc4)CC3)ccc2[N+](=O)[O-])n1
  8.1	-14.3
COc1ccc(CNC(=O)C2=C3CCCN3c3ccc(F)cc3S2(=O)=O)cc1
  -1.0	-0.1
CCCN(C)C(=O)C1CCCN(c2cnn(Cc3ccccc3)c(=O)c2)C1 (configuration not stated)
  4.5	-3.6
CN(Cc1ccccc1)C(=O)c1cc2cn(C3CC3)cc2s1
  94.8*	2.2
Cc1[nH]nc(SCC(=O)NCc2cccs2)c1[N+](=O)[O-]
  -2.0	-4.0
COc1nccnc1N1CCC(NC(=O)c2cccc3[nH]ccc23)C1 (configuration not stated)
  8.3	-0.4
CC1CCN(C2=NC(=O)/C(=C\c3ccc4c(c3)OCO4)S2)CC1
  4.0	-1.6
COc1ccccc1CN1C(=O)CN(C2CCCCC2)C(=O)C1c1ccccc1C (configuration not stated)
  11.0	-8.9
CC1(C(=O)O)NC(c2ccccc2O)C2C(=O)N(Cc3ccccc3)C(=O)C21 (configuration not stated)
  0.0	-1.9
O=C(NCC1CCN(C(=O)Oc2ccccc2)CC1)c1cc2ccccc2o1
  9.1	3.6
CCOC(=O)N1CCN(C(=O)CN(c2cccc(C)c2C)S(=O)(=O)c2ccccc2)CC1
  14.4	-15.8
O=S1(=O)N=C(N2CCN(CCO)CC2)c2ccccc21
  -3.0	9.2
CCC(=O)NCCc1csc(C2CCCN(C(=O)c3ccc(N(C)C)cc3)C2)n1 (configuration not stated)
  -1.7	-5.6
COc1ccc(NCc2ccc(SC)cc2)cc1OC
  80.5*	0.2
O=C(C1CC(=O)N(c2ccc3c(c2)CCN3C(=O)C2CC2)C1)N1CCC2(CC1)OCCO2 (configuration not stated)
  8.0	4.1

(listing goes on)
Each structure is followed by: mHTT CaM bind	Pf apPOL inh
COc1ccc(C(NC=O)c2ccc(OC)c(OC)c2)cc1 (configuration not stated)
  -6.1	-3.0
N#CC1=C(N)N(c2ccccc2)C2=C(C(=O)CCC2)C1c1ccsc1 (configuration not stated)
  0.0	-5.6
COC(=O)c1ccc(NC(=O)N2CCOc3ccccc32)cc1
  -3.1	-6.7
COCCCNC(=O)NCCC1CCN(C(=O)Nc2cccc(Cl)c2)CC1
  0.1	-2.0
O=C(NC1CCCCCC1)c1ccc(N2CCC3(CC2)OCCO3)c([N+](=O)[O-])c1
  24.0	-8.5
O=c1c([N+](=O)[O-])c(N2CCOCC2)c2ccccc2n1Cc1ccccc1
  20.2	-6.7
O=C(C(Cc1ccccc1)N1C(=O)C2CCCCC2C1=O)N1CCN(c2ccc(F)cc2)CC1 (configuration not stated)
  9.6	-12.2
Cc1ccc(C2NC(=S)NC3=C2C(=O)CC(C)(C)C3)cc1 (configuration not stated)
  0.6	5.5
O=C(CN1C2=NCCN2c2ccccc21)c1ccc([N+](=O)[O-])cc1
  6.0	6.0
CN1C(=O)Cc2cc(C(=O)NCc3cccc(C(F)(F)F)c3)ccc21
  -1.4	-4.5
CC(C)N1C(=O)c2cccnc2Sc2cc(C(=O)N3CCN(C)CC3)ccc21
  13.4	3.7
CCc1ccc(C2=C(C)C(N3CCCN(C(C)=O)CC3)=NS2(=O)=O)cc1
  25.4	-6.2
COc1ccc(Oc2c(Cl)cnn(-c3ccc([N+](=O)[O-])cc3)c2=O)cc1
  ·	-4.6&-1.7
CCOC(=O)c1ccc(NC(=O)c2cc(=O)c(OCc3cccc(OC)c3)co2)cc1
  -11.5	2.4
COc1ccccc1NC(=S)NNC(=O)CSc1ccccc1[N+](=O)[O-]
  ·	-156.0
Cc1ccc(NC(=O)Cn2ncc3c(c2=O)N(C)C(=O)CS3)c(Br)c1
  -5.9	1.0
O=C(/C=C1\Sc2ccccc2N(Cc2ccc(F)cc2)C1=O)NCc1ccccc1Cl
  -9.0	1.5
CC12CC(NC(=O)N1Cc1ccccc1)c1cc(Br)ccc1O2 (configuration not stated)
  10.0	3.0
CCc1nc(N2CCN(C)CC2)c2c(C)nn(-c3ccccc3)c2n1
  15.2	0.2
O=C(CN1CCOCC1)Nc1ncc(Cc2c(Cl)cccc2Cl)s1
  20.3	-84.2
CCC(C)CNC(=O)c1n[nH]c2c1CN(C(=O)c1cccc(C)c1)CC2 (configuration not stated)
  15.2	0.6
O=C(NCc1ccncc1)c1ccn2c(-c3ccccc3Br)nnc2c1
  1.9	-5.3
CCC(Oc1ccc(C(C)(C)CC)c(C)c1)C(=O)O (configuration not stated)
  10.0	1.1
N#CC1=C(N)OC2=C(COc3ccc(F)cc32)C1c1ccc(Cl)cc1 (configuration not stated)
  ·	-5.4
CC1=C(C(=O)Nc2ccccc2)C(c2cccs2)C(C#N)=C(SCC(N)=O)N1 (configuration not stated)
  8.7	4.0
CN(C)C(=O)c1ccc(-c2nnc(OCc3nc4ccccc4n3C)c3ccccc23)cc1
  0.0	0.3

A portion of the library. The share of hits here may be higher or lower than overall.
